Assay outcomes: PubChem BioAssay, National Center for Advancing Translational Sciences (NCATS)
GAA glycogen mod: GAA glycogen-cleavage inhibition or activation | P10253 | recombinant GAA, glycogen substrate, Amplex Red glucose oxidase fluorescence | Potency, µM (doses to about 76.4 µM), without a hit: at the top dose activity change, negative = inhibition, actives largely listed as inhibitors | 300,000 compounds, 0.38% hits; active = well fitted inhibition curve with a large enough effect; inconclusive = small, poorly fitted or top-dose-only effect, or another doubt; inactive = no such curve, though single readings can be large or run the other way;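 note: 0% = full enzyme reaction and -100% = no-enzyme basal signal; the screen sought inhibitors and activators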
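qHTS, 1536-well; enzyme 4 nM final; cpd up to 77 uM; substrate bovine liver glycogen 30 ug; 50 mM citrate/phosphate pH 5.0, 0.01% Tween-20; 37 C, 40 min; Amplex Red detection 45 min RT; Hill fit → AC50.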
* marks the source's active call; other numbers are inactive results; & = joins results of further samples; [ ] = another dose, or the depositor's remark. Potency is the fitted concentration of half-maximal effect.

Results for CCC(C)NC(=O)c1ccc(CNS(=O)(=O)c2ccc3c(c2)C(C)(C)C(=O)N3C)cc1 (stereo not given) ?
GAA glycogen mod: 18.3%&-5.0%[76.3 µM]

How did Cc1ccc(S(=O)(=O)c2nc(-c3ccccc3F)oc2N2CC(C)OC(C)C2)cc1 (stereo not given) do in these assays?
GAA glycogen mod: -10.7%[76.3 µM]

Results for CCC1CCCCN1CCCNC(=O)CSc1nc2nc(C)c(Cc3ccccc3)c(C)n2n1 (stereo not given) ?
GAA glycogen mod: 4.7%

Results for COc1cccc(NS(=O)(=O)c2ccc3c(c2)N(C(C)=O)CCS3)c1 ?
GAA glycogen mod: 0.0%[76.3 µM]

Results for Cc1ccccc1S(=O)(=O)Oc1ccc2ccc(O)cc2c1 ?
GAA glycogen mod: 11.9%[76.3 µM]

Results for COc1ccc(CNC(=O)CSc2nc3ccc(C)cc3[nH]2)cc1 ?
GAA glycogen mod: -2.0%

How did COc1cccc2c1cc1c(=O)n(CC(=O)NCCCN3CCN(C)CC3)nc(C)n12 do in these assays?
GAA glycogen mod: inconclusive

How did CC(=O)N1CCN(c2ccc(NC(=O)c3cccc(C)c3)cc2)CC1 do in these assays?
GAA glycogen mod: -5.2%[76.3 µM]

Results for Cc1ccccc1NS(=O)(=O)c1nnc(NC(=O)CC(C)C)s1 ?
GAA glycogen mod: 5.6%

Results for Cc1ccc(C)c(S(=O)(=O)N2CCC(c3nc4c(nnn4Cc4ccc5c(c4)OCCO5)c(=O)[nH]3)CC2)c1 ?
GAA glycogen mod: -12.9%[76.3 µM]

How did COC(=O)c1cc(CNC(=O)Cc2ccsc2)ccc1OC do in these assays?
GAA glycogen mod: 12.6%

Results for CCc1ccc(NC(=O)c2ccc(NC(=O)C3CCCO3)cc2)cc1 (stereo not given) ?
GAA glycogen mod: -0.7%[76.3 µM]

What do the screens show for `CCOc1cc(-c2noc(CCC(=O)NC3CCCCC3)n2)ccc1OC`?
GAA glycogen mod: -8.4%

Results for Cc1cc2c(c(=O)n1Cc1ccccc1)C1O[C@](c3ccsc3)(Cc3cc(C#N)ccc31)O2 ?
GAA glycogen mod: 1.9%[15.3 µM]

Results for O=C(c1cc2ccccc2o1)N1CCN(c2cccc(Cl)c2)CC1 ?
GAA glycogen mod: -1.6%[76.3 µM]

Results for COc1ccc(-c2nnc(C3CCN(C(=O)c4ccccc4F)CC3)o2)cc1 ?
GAA glycogen mod: 13.4%[76.3 µM]

Results for O=C(CSc1nc(O)c(C/C=C/c2ccccc2)c(=O)[nH]1)Nc1cccc(F)c1 ?
GAA glycogen mod: -7.9%[76.3 µM]

Results for CCOc1ccc(NCc2cccn2-c2nnc(N3CCC(C(=O)NCc4ccccc4Cl)CC3)s2)cc1 ?
GAA glycogen mod: -28.9%[76.3 µM]

Results for CC1CN(C(=S)Nc2cccc(F)c2)CC(C)O1 (stereo not given) ?
GAA glycogen mod: 20.2%[76.3 µM]

What do the screens show for `COc1ccccc1CC(NC(C)=O)C(=O)NC1CCN(C(=O)NCc2ccccc2)CC1` (stereo not given)?
GAA glycogen mod: -3.5%[76.3 µM]

Six compounds drawn at random from those above, as already listed:
Results for O=C(CSc1nc(O)c(C/C=C/c2ccccc2)c(=O)[nH]1)Nc1cccc(F)c1 ?
GAA glycogen mod: -7.9%[76.3 µM]

What do the screens show for `COc1ccccc1CC(NC(C)=O)C(=O)NC1CCN(C(=O)NCc2ccccc2)CC1` (stereo not given)?
GAA glycogen mod: -3.5%[76.3 µM]

Results for CCOc1ccc(NCc2cccn2-c2nnc(N3CCC(C(=O)NCc4ccccc4Cl)CC3)s2)cc1 ?
GAA glycogen mod: -28.9%[76.3 µM]

How did COC(=O)c1cc(CNC(=O)Cc2ccsc2)ccc1OC do in these assays?
GAA glycogen mod: 12.6%

Results for COc1ccc(-c2nnc(C3CCN(C(=O)c4ccccc4F)CC3)o2)cc1 ?
GAA glycogen mod: 13.4%[76.3 µM]

Results for CCc1ccc(NC(=O)c2ccc(NC(=O)C3CCCO3)cc2)cc1 (stereo not given) ?
GAA glycogen mod: -0.7%[76.3 µM]

Other compounds.
What do the screens show for `CCOC(=O)c1ccc(NC(=O)CCS(=O)(=O)c2cccc3nonc23)cc1`?
GAA glycogen mod: 0.9%[76.3 µM]

Results for Cc1cccc(N2CCN(C(=O)CNC(=O)c3cccc([N+](=O)[O-])c3)CC2)c1C ?
GAA glycogen mod: 10.5%[76.3 µM]

What do the screens show for `O=C(C1CCN(S(=O)(=O)c2ccccc2)CC1)N1CCCCCC1`?
GAA glycogen mod: -0.7%[76.3 µM]

How did Cc1ccc(F)cc1N=Cc1c(O)c2ccccc2oc1=O do in these assays?
GAA glycogen mod: 0.9%[76.3 µM]

Results for O=C(CS(=O)CC(=O)Nc1cnc2ccccc2c1)Nc1ccc(Cl)cc1 (stereo not given) ?
GAA glycogen mod: 0.3%

What do the screens show for `O=C(NCCN1CCCc2ccccc21)C1CCC(=O)N(CCc2ccccc2)C1` (stereo not given)?
GAA glycogen mod: -1.3%[76.3 µM]

How did CCc1cccc(CC)c1NC(=O)CN(C)S(=O)(=O)c1ccc2c(c1)n(C)c(=O)c(=O)n2C do in these assays?
GAA glycogen mod: -13.1%[76.3 µM]

How did COc1ccc(NC(=O)c2ccccc2C)cc1 do in these assays?
GAA glycogen mod: 16.7%[76.3 µM]

What do the screens show for `Cc1ccc(CNC(=O)c2ccc(Nc3nc4ccccc4n4nnnc34)cc2)cc1`?
GAA glycogen mod: 4.1%[76.3 µM]

What do the screens show for `Cc1ccc(S(=O)(=O)N2CCN(C(=O)c3ccnn3C)CC2)cc1C`?
GAA glycogen mod: -16.0%[76.3 µM]

How did CC(C)Cn1c(=O)c2ccccc2n2c(-c3cccc(Cl)c3)nnc12 do in these assays?
GAA glycogen mod: 0.1%[76.3 µM]

How did Cc1ccc(-n2nc3c(c2NC(=O)CC(C)C)CS(=O)C3)cc1 (stereo not given) do in these assays?
GAA glycogen mod: 9.5%[76.3 µM]

What do the screens show for `Cc1ccc(OCc2cc(C(=O)NCc3cc(F)ccc3C)no2)cn1`?
GAA glycogen mod: -7.4%[76.3 µM]

Results for O=c1c(-c2ccccc2)c(O)c2ccccc2n1-c1ccccc1 ?
GAA glycogen mod: 3.9%

What do the screens show for `CC1CCN(C(=O)c2cc3ccccc3cc2O)CC1`?
GAA glycogen mod: -0.4%[76.3 µM]

What do the screens show for `O=C(Cn1c(=O)n(Cc2ccc(C(=O)NCc3ccc4c(c3)OCO4)cc2)c(=O)c2ccccc21)Nc1ccc(F)cc1F`?
GAA glycogen mod: -2.8%[76.3 µM]

Results for CC(C)n1cc(CN2CCC(n3nccc3NC(=O)CCCc3ccccc3)CC2)cn1 ?
GAA glycogen mod: -6.6%[76.3 µM]

Results for CCC(=O)N1CCc2cc(Br)cc(S(=O)(=O)N3CCCC(C(=O)NCc4ccc(C)cc4)C3)c21 (stereo not given) ?
GAA glycogen mod: 3.7%[76.3 µM]

Results for CC(C)C(C(=O)Nc1ccncc1)c1ccc(Cl)cc1 (stereo not given) ?
GAA glycogen mod: 0.7%[76.3 µM]

Results for COC(=O)c1cc(-c2c(-c3cc(OC)c(OC)c(OC)c3)noc2C)cc([N+](=O)[O-])c1 ?
GAA glycogen mod: 5.9%[76.3 µM]

Results for COCCn1c(=O)[nH]c2cc(C(=O)Nc3cc(C)cc(C)c3)ccc2c1=O ?
GAA glycogen mod: -0.5%[76.3 µM]

Results for CN1CCN(S(=O)(=O)c2ccc(CNC(=O)c3ccccc3)s2)CC1 ?
GAA glycogen mod: -5.8%

Results for CC(=O)Nc1ccc(S(=O)(=O)N2CCN(S(=O)(=O)c3ccccc3)CC2)cc1 ?
GAA glycogen mod: 14.5%[76.3 µM]

What do the screens show for `O=C(c1ccccc1Br)N(Cc1ccccc1F)C1CCS(=O)(=O)C1` (stereo not given)?
GAA glycogen mod: 3.3%[76.3 µM]

Results for COC(=O)c1ccccc1NC(=O)CCC(=O)N1CC(C)Oc2ccc(C)cc21 (stereo not given) ?
GAA glycogen mod: -13.9%[76.3 µM]

How did COc1ccc(N(CC(=O)N2CCN(c3cccc(C)c3C)CC2)S(=O)(=O)c2c(C)noc2C)cc1 do in these assays?
GAA glycogen mod: -1.7%&-5.7%[76.3 µM]

Results for Cn1nc2c3cc(F)ccc3n(Cc3ccc(F)cc3)cc-2c1=O ?
GAA glycogen mod: -17.3%

What do the screens show for `CCC(=O)N1CCc2nc(-c3ccccc3)sc2C1`?
GAA glycogen mod: -1.9%

Results for Cc1ccc(S(=O)(=O)NCC(=O)Nc2ccc3c(c2)OCCO3)cc1 ?
GAA glycogen mod: -9.3%

Results for O=C(CNS(=O)(=O)c1ccccc1)OCC(=O)c1ccc(Br)cc1 ?
GAA glycogen mod: 0.2%[76.3 µM]

How did O=C(COC(=O)c1cccc(S(=O)(=O)N2CCOCC2)c1)c1ccccc1 do in these assays?
GAA glycogen mod: -3.1%

Results for CCSc1ncc(Cl)c(C(=O)Nc2ccc(S(N)(=O)=O)cc2)n1 ?
GAA glycogen mod: 0.5%

What do the screens show for `Cc1cc(C)cc(NC(=O)CCc2nnc3n(C)c(=O)c4sccc4n23)c1`?
GAA glycogen mod: 20.5%[76.3 µM]

How did O=C(Cc1cccs1)NCCc1ccc(F)cc1 do in these assays?
GAA glycogen mod: -4.4%[76.3 µM]

How did COc1ccc(C2C(C(=O)Nc3cccnc3)=C(C)Nc3nc(-c4ccc(OC)c(OC)c4)nn32)cc1 (stereo not given) do in these assays?
GAA glycogen mod: -25.8%[76.3 µM]

Results for C[n+]1ccccc1/C=C/c1ccc(C#N)cc1 ?
GAA glycogen mod: -23.1%[76.3 µM]

Results for O=C(NCC(=O)N(Cc1ccccc1)C(C(=O)NCC1CCCO1)c1ccccc1)c1ccco1 (stereo not given) ?
GAA glycogen mod: 2.1%

Results for CC(=O)N(C)c1ccc(NS(=O)(=O)c2cccc3nsnc23)cc1 ?
GAA glycogen mod: -6.8%[76.3 µM]

Results for Cc1cc(NC(=O)c2oc3c(c2C)-c2[nH]ncc2CC3)ccc1Br ?
GAA glycogen mod: 11.1%[76.3 µM]

What do the screens show for `CC1(C(=O)N/N=C/c2ccc3c(c2)OCO3)CC1(Br)Br` (stereo not given)?
GAA glycogen mod: -5.7%[76.3 µM]

How did Nc1ncnc2nc(SCC(=O)Nc3cccc(C(F)(F)F)c3)[nH]c12 do in these assays?
GAA glycogen mod: -10.8%

What do the screens show for `CCOc1ccc(S(=O)(=O)N2CCOCC2)c2ccccc12`?
GAA glycogen mod: -0.9%[76.3 µM]

Results for Cc1ccccc1/C=C/c1cccc[n+]1C ?
GAA glycogen mod: 14.8%[76.3 µM]

What do the screens show for `CCOC(=O)CC(NC(=O)c1cc2cc(OC)ccc2oc1=O)c1ccc(OC)cc1` (stereo not given)?
GAA glycogen mod: -7.1%[76.3 µM]

How did Cc1cc(-c2nc3ncccc3o2)ccc1NC(=O)c1ccc(Br)cc1 do in these assays?
GAA glycogen mod: 3.7%[76.3 µM]

How did CCCNS(=O)(=O)c1cccc(C(=O)OCc2cc(=O)oc3cc(OC)ccc23)c1 do in these assays?
GAA glycogen mod: 1.7%[76.3 µM]

What do the screens show for `CCCc1ccc(S(=O)(=O)N2CCC(Oc3ccc(-n4cnnn4)cc3)CC2)cc1`?
GAA glycogen mod: -19.6%[76.3 µM]

Results for Cc1ccccc1OCCn1c(C)nc2ccccc21 ?
GAA glycogen mod: 5.6%[76.3 µM]

How did O=C(Cc1cccc2ccccc12)NCCc1ccccc1 do in these assays?
GAA glycogen mod: 16.4%[76.3 µM]

What do the screens show for `Cc1ccc(Cl)cc1NC(=O)CCCn1c(=O)c2cccn2c2cccnc21`?
GAA glycogen mod: inconclusive

What do the screens show for `COc1ccc(Cn2c(=O)oc3ccccc32)cc1F`?
GAA glycogen mod: -1.7%

How did CCOCCCN1CC(=O)N2[C@@H](Cc3c([nH]c4ccccc34)C2(C)C)C1=O do in these assays?
GAA glycogen mod: 7.2%

Results for COc1ccc(-c2noc(CC(=O)Nc3ccc(F)cc3F)n2)cc1 ?
GAA glycogen mod: 11.5%[76.3 µM]

How did CC(C)(C)n1nc2c(c1NC(=O)c1ccc(C(F)(F)F)cc1)CS(=O)(=O)C2 do in these assays?
GAA glycogen mod: 0.9%[76.3 µM]

How did CN(C(=O)c1ccc(Br)o1)C1(C)CCS(=O)(=O)C1 (stereo not given) do in these assays?
GAA glycogen mod: -8.0%[76.3 µM]

What do the screens show for `C=CCN1C(=O)C2C(C(=O)NC3CCCC3)C3(C)C=CC2(O3)C1C(=O)NC1CCCC1` (stereo not given)?
GAA glycogen mod: -4.0%[76.3 µM]

How did COc1cccc(CC(=O)NC2CCSc3ccccc32)c1 (stereo not given) do in these assays?
GAA glycogen mod: -4.1%

How did c1ccc(Cc2nnc(SCc3nc(-c4cccs4)no3)n2-c2ccccc2)cc1 do in these assays?
GAA glycogen mod: 5.6%[76.3 µM]

What do the screens show for `COc1ccc(CNC(=O)C(c2ccco2)N(C(=O)c2snc(C(N)=O)c2N)c2ccccc2OC)cc1` (stereo not given)?
GAA glycogen mod: -1.0%

What do the screens show for `Cc1ccc(Nc2nc(NCCO)c3ccccc3n2)cc1C`?
GAA glycogen mod: 5.4%[76.3 µM]

How did Cc1cc(C)cc(NC(=O)Cc2csc(C)n2)c1 do in these assays?
GAA glycogen mod: -5.3%[76.3 µM]

Results for COc1ccc(-c2nc(CS(=O)(=O)CC(=O)NCCCc3ccccc3)c(C)o2)cc1 ?
GAA glycogen mod: -5.6%[76.3 µM]

How did CSc1ccc(CNCC2CCCO2)cc1 (stereo not given) do in these assays?
GAA glycogen mod: 16.8%[76.3 µM]

How did CC(CCc1ccc(O)cc1)NCc1ccc(Cl)cc1Cl (stereo not given) do in these assays?
GAA glycogen mod: -1.5%[76.3 µM]

These rows are one share of the data; rates above refer to the full screens.
